# TRHR ag: activates the human TRH receptor. activation, % at 2 µM. P34981. actives 0.18% (n = 360,000). TRHR cells, calcium flux fluo-8, FDSS agonist mode; note: 0% is about no effect
# Target sequence (P34981 whole entry, looked up): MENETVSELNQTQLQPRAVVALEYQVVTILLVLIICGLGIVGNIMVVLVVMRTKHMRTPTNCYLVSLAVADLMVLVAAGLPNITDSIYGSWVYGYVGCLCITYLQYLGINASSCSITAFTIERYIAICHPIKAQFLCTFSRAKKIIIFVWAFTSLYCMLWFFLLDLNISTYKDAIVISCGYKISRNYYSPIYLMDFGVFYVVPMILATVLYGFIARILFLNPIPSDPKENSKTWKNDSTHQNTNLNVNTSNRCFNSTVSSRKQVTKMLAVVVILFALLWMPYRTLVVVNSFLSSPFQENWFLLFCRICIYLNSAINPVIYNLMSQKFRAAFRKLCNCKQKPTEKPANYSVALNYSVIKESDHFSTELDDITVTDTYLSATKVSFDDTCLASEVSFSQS
#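 Agonist-mode FDSS calcium read (Ex 480/Em 530, 1 s cycles) in 1536-well TRHR cells with fluo-8 dye, after 10-cycle baseline and 23 nL compound addition; TRH at EC20 (10 nM final) added afterwards for the enhancer phase.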
# D1 agonist: human D1 receptor agonism; actives 1% (n = 360,000); P21728; AID 504660; activation, % at 2 µM; HEK293 T-REx D1 cells, calcium flux, agonist mode; note: 0% is about no effect
#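 Agonism was scored from calcium flux recorded over 180 s (1 read/s) after pintool compound addition, following a 10-cycle baseline. Cells were inducible force-coupled HEK293 TREx D1, plated overnight at 30 C and loaded with no-wash calcium dye.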
# D2 ag: agonists of human D2 dopamine receptor; P14416; HEK293 T-REx D2 cells, calcium flux agonist mode; activation, % at 2 µM; actives 0.53% (n = 340,000); AID 485358;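 active = activation over 3 SD above normal in the single-dose calcium agonist read, cut at about 30% in these data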; note: 0% is about no effect
# Target sequence (P14416 whole entry, looked up): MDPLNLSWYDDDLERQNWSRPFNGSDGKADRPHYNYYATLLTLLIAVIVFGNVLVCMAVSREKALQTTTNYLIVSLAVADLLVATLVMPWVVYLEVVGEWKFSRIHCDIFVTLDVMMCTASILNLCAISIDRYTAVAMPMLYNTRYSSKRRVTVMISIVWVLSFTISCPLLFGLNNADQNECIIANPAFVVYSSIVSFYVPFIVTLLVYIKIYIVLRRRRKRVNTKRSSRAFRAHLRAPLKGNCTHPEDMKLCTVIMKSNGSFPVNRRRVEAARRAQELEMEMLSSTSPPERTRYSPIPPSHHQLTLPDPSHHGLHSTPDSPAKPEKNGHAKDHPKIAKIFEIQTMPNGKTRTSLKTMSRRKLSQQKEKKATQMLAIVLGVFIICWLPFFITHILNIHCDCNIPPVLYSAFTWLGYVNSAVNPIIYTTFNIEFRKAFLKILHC
#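 Calcium-flux readout, 1 cycle/sec over 180 s following compound pin transfer, in inducible HEK293 Trex D2 cells (force-coupled); dopamine controls included. Positive calcium responses during this window marked compounds as potential agonists.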
# D2 antagonist: antagonists of human D2 dopamine receptor; HEK293 TREx D2 cells, calcium flux, dopamine EC80; inhibition, % at 10 µM; actives 2% (n = 340,000); AID 485344; in the data active = inhibition above about 30%; note: 0% is about no effect
#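 HEK293 T-REx D2 cells, tet-induced, calcium dye no-wash. Cpd pintool add, 180 s kinetic, then EC80 DA, 180 s kinetic. Ca flux read.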
# D1 PAM: enhances dopamine response at the human D1 receptor; potentiation, % at 10 µM; AID 504651; HEK293 TREx D1 cells, calcium flux, dopamine EC20 potentiation; actives 0.036% (n = 360,000); in the data active = potentiation above about 30%; note: 0% is about no effect
# TRHR enhancer: allosteric enhancers of human TRH receptor; P34981; TRHR cells, fluo-8 calcium fluorescence, EC20 TRH enhancement; enhancement, % at 2 µM; actives 0.66% (n = 360,000); in the data active = enhancement above about 30%; note: 0% is about no effect
#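 Enhancer read-out: after compound pinning and an initial kinetic agonist-mode read, an EC20 of TRH (10 nM final) was injected and fluo-8 calcium signal (Ex 480/Em 530) followed at 1 s/cycle for 100 cycles in TRHR-expressing cells.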
# RXFP1 antagonist: blocks the human relaxin receptor RXFP1; activity change, negative = inhibition, % at 57.5 µM; HEK293-RXFP1, relaxin-stimulated cAMP HTRF, 30 min; hits give low values; actives 0.59% (n = 350,000);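 active = activity change of -60% or lower, but not beyond a set lower limit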; note: % is set by controls: 0 for no effect and ±100 for the full control effect
# D2 potentiator: D2 dopamine receptor (human) potentiation | P14416 | HEK293 T-REx D2, calcium flux, EC20 dopamine potentiation | potentiation, % at 10 µM | actives 0.34% (n = 340,000);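 active = potentiation over 3 SD above the plate norm, cut at about 30% in these data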; note: 0% is about no effect
#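 Cells plated with tetracycline inducer and held overnight at 30 C; calcium dye loaded 30–90 min at room temperature; baseline taken, compound added and read 180 s; EC20 dopamine then added and read 180 s.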
# D1 antag: blocks dopamine activation of the human D1 receptor; HEK293 TREx D1 cells, calcium flux, dopamine EC80; hits give low values; P21728; activity change, negative = inhibition, % at 10 µM; actives 3.2% (n = 360,000); in the data active = activity change below about -30%; note: % is set by controls: 0 for no effect and ±100 for the full control effect
#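 Compound effects on dopamine-evoked calcium signalling were measured in tetracycline-induced HEK293 Trex D1 cells. Dopamine at EC80 followed a 180 s compound pre-read, and fluorescence was tracked kinetically for 180 s more.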
# An asterisk follows results filed as active; x = not tested or not shown; & = joins results of further samples. Cut-off read from the data, not from the text of the source, unless noted: active = activation above about 30%; inactive = the rest.
# Labels used below: A = TRHR ag; B = D1 agonist; C = D2 ag; D = D2 antagonist; E = D1 PAM; F = TRHR enhancer; G = RXFP1 antagonist; H = D2 potentiator; I = D1 antag
COc1ccc(C(=O)C23CN4CN(CN(C4)C2)C3)cc1
  A: 0.7 | B: 2 | C: 0.4 | D: -8 | E: 5 | F: 1 | G: -13 | H: 25 | I: 8

COC(=O)C1=C(c2ccc(OC(F)(F)F)cc2)C[C@@H]2CC[C@H]1N2C(=O)NC(C)C
  A: -0.7 | B: -1 | C: 0.1 | D: 2 | E: -4 | F: -4 | G: x | H: -5 | I: 18

COC(=O)CC1=C(C(=O)OC)C2(C(=O)N(C)c3ccccc32)C(C#N)=C(N)O1 (stereo unspecified)
  A: 0.5 | B: 2 | C: 0.4 | D: -14 | E: -11 | F: -2 | G: -6 | H: 12 | I: 9

Cc1cc(C(=O)N2CCC3(CC2)OCCO3)no1
  A: 0.2 | B: 1 | C: 0.4 | D: 1 | E: -2 | F: 0 | G: -4 | H: 6 | I: 5

C[C@]12CCC3[C@@H](CCC4=CC(=O)CC[C@@]43CO)C1CCC2=O (stereo partly specified)
  A: 1.3 | B: 0 | C: -1.2 | D: 25 | E: -1 | F: -4 | G: -8 | H: 6 | I: 4

CC1=C(C(=O)O)N2C(=O)C(NC(=O)CCCC(=O)O)C2SC1 (stereo unspecified)
  A: -0.1 | B: 3 | C: -0.6 | D: 2 | E: 5 | F: -6 | G: -12 | H: 1 | I: -2

C/C(=N\NC(=O)c1ccncc1)c1c(O)n(-c2ccccc2)c(=O)[nH]c1=O
  A: 0.4 | B: 0 | C: x | D: x | E: -1 | F: 3 | G: 10 | H: x | I: -5

CN(C)S(=O)(=O)c1cc(NC(=O)C[N+]23CCN(CC2)CC3)ccc1Cl
  A: 0.0 | B: 5 | C: 21 | D: 20 | E: -3 | F: 9 | G: 3 | H: -9 | I: 3

Cn1c(=O)c2c(nc(N/N=C/c3c(O)n(-c4ccccc4)c(=S)[nH]c3=O)n2C)n(C)c1=O
  A: -0.3 | B: 4 | C: x | D: x | E: 3 | F: 15 | G: -23 | H: x | I: 2

CC(=O)c1cn(Cc2ccc(C#N)cc2)c2ccccc12
  A: 0.3 | B: 4 | C: -0.4 | D: 14 | E: -3 | F: -6 | G: 0 | H: 12 | I: 1

# Part of the list above in order of count of non-hydrogen atoms, descending.
# Labels used below: A = TRHR ag; B = D1 agonist; C = D2 ag; D = D2 antagonist; E = D1 PAM; F = TRHR enhancer; G = RXFP1 antagonist; H = D2 potentiator; I = D1 antag
Cn1c(=O)c2c(nc(N/N=C/c3c(O)n(-c4ccccc4)c(=S)[nH]c3=O)n2C)n(C)c1=O
  A: -0.3 | B: 4 | C: x | D: x | E: 3 | F: 15 | G: -23 | H: x | I: 2

COC(=O)C1=C(c2ccc(OC(F)(F)F)cc2)C[C@@H]2CC[C@H]1N2C(=O)NC(C)C
  A: -0.7 | B: -1 | C: 0.1 | D: 2 | E: -4 | F: -4 | G: x | H: -5 | I: 18

COC(=O)CC1=C(C(=O)OC)C2(C(=O)N(C)c3ccccc32)C(C#N)=C(N)O1 (stereo unspecified)
  A: 0.5 | B: 2 | C: 0.4 | D: -14 | E: -11 | F: -2 | G: -6 | H: 12 | I: 9

C/C(=N\NC(=O)c1ccncc1)c1c(O)n(-c2ccccc2)c(=O)[nH]c1=O
  A: 0.4 | B: 0 | C: x | D: x | E: -1 | F: 3 | G: 10 | H: x | I: -5

CN(C)S(=O)(=O)c1cc(NC(=O)C[N+]23CCN(CC2)CC3)ccc1Cl
  A: 0.0 | B: 5 | C: 21 | D: 20 | E: -3 | F: 9 | G: 3 | H: -9 | I: 3

C[C@]12CCC3[C@@H](CCC4=CC(=O)CC[C@@]43CO)C1CCC2=O (stereo partly specified)
  A: 1.3 | B: 0 | C: -1.2 | D: 25 | E: -1 | F: -4 | G: -8 | H: 6 | I: 4

CC(=O)c1cn(Cc2ccc(C#N)cc2)c2ccccc12
  A: 0.3 | B: 4 | C: -0.4 | D: 14 | E: -3 | F: -6 | G: 0 | H: 12 | I: 1

Cc1cc(C(=O)N2CCC3(CC2)OCCO3)no1
  A: 0.2 | B: 1 | C: 0.4 | D: 1 | E: -2 | F: 0 | G: -4 | H: 6 | I: 5

# New compounds follow.
# Labels used below: A = TRHR ag; B = D1 agonist; C = D2 ag; D = D2 antagonist; E = D1 PAM; F = TRHR enhancer; G = RXFP1 antagonist; H = D2 potentiator; I = D1 antag
C=CCn1c(O)c(C(CC)=Nc2ccc(N(C)C)cc2)c(=O)[nH]c1=O
  A: 12 | B: 23 | C: 14 | D: -13 | E: 2 | F: -12 | G: -34 | H: -4 | I: 1

CC(C)Cc1nc(N2CCNCC2)c(C#N)c2c1CCC2
  A: 6.0 | B: 10 | C: 3.6 | D: 14 | E: 0 | F: 3 | G: -20 | H: -18 | I: 19

Cc1ccc2c(c1)C(c1ccccc1)NCC(=O)N2 (stereo unspecified)
  A: -0.1 | B: 0 | C: -0.5 | D: -3 | E: 0 | F: -6 | G: -9 | H: -1 | I: -19

Cc1nc2ccc(Cl)cc2c(=O)n1-c1ccccc1Cl
  A: 0.2 | B: 1 | C: -1.2 | D: 2 | E: 0 | F: 5 | G: -14 | H: -2 | I: -8

C[n+]1ccc(-c2ccccc2)c2ccccc21
  A: 0.2 | B: 2 | C: 0.8 | D: -4 | E: -5 | F: 0 | G: x | H: 2 | I: -5

O=C(c1cc(C(=O)NCc2ccccc2)c(=O)n(Cc2ccccc2)c1)c1cc(Br)ccc1O
  A: -0.4 | B: 3 | C: -2.2 | D: 22 | E: -9 | F: -2 | G: -8 | H: 5 | I: -19

CCOc1ccc2nc(NC(=O)c3cccn(Cc4ccccc4)c3=O)sc2c1
  A: 0.3 | B: 33* | C: 0.9 | D: x | E: 2 | F: -1 | G: x | H: 3 | I: x

CCOC(=O)c1c(C)n(COCCO)c2ccc(O)cc12
  A: 1.4 | B: 2 | C: 0.6 | D: 10 | E: 3 | F: -3 | G: 2 | H: -10 | I: -4

Cc1ccc(OCC(=O)N2CCN(CC3CC4C=CC3C4)CC2)cc1 (stereo unspecified)
  A: -0.4 | B: 2 | C: 0.7 | D: 5 | E: -4 | F: -7 | G: -4 | H: -12 | I: -12

Nc1ccccc1N=Cc1c(O)n(CCC2=CCCCC2)c(=O)[nH]c1=O
  A: -0.7 | B: 0 | C: -0.3 | D: -3 | E: -2 | F: 2 | G: -9 | H: 4 | I: -10

Cc1ccc(N2C(=O)NC(=O)/C(=C\c3cc(C)n(-c4cc(C(=O)O)cc(C(=O)O)c4)c3C)C2=O)cc1
  A: -1.2 | B: 1 | C: x | D: x | E: 3 | F: -2 | G: -2 | H: x | I: -1

CN1CCN(C(=S)SCC(=O)Nc2ccc(Cl)cc2C(=O)c2ccccc2)CC1
  A: -0.4 | B: 5 | C: 0.0 | D: -14 | E: -7 | F: 24 | G: x | H: 0 | I: -39*

O=c1c2ccccc2nc(-c2ccc(Cl)cc2Cl)n1-c1nccs1
  A: -0.1 | B: 0 | C: -0.5 | D: 1 | E: -2 | F: 5 | G: 12 | H: -1 | I: 3

CCCCOc1ccc(CC2C(=O)N(C)C(=O)N(C)C2=O)cc1
  A: -1.1 | B: 2 | C: 0.0 | D: 3 | E: -5 | F: 9 | G: -2 | H: -1 | I: -8

O=C(CCC(=O)N1C[C@H]2C[C@@H](C1)c1cccc(=O)n1C2)NCc1ccc(F)cc1
  A: -0.2 | B: 0 | C: x | D: x | E: 0 | F: 2 | G: x | H: x | I: x

COc1ccc2oc3c(c2c1)NC(=O)CN=C3c1ccccc1
  A: -1.0 | B: 1 | C: -0.7 | D: -4 | E: -3 | F: -1 | G: -8 | H: 6 | I: 8

CCC1(c2ccccc2)C(=O)N(C)C(=O)N(C)C1=O
  A: -0.2 | B: 0 | C: 0.6 | D: 34* | E: -1 | F: 4 | G: -8 | H: -15 | I: -4

COc1ccc(CN2CCCC(C(=O)c3ccc(Cl)cc3)C2)c(O)c1 (stereo unspecified)
  A: -0.7 | B: 4 | C: -0.3 | D: 10 | E: -6 | F: 0 | G: -12 | H: -26 | I: -9

CC1CN(O)C2CCc3nonc3C12O (stereo unspecified)
  A: -0.1 | B: 4 | C: 0.9 | D: 24 | E: -6 | F: -2 | G: -10 | H: -10 | I: -27

CCC(=NCc1ccco1)c1c(O)n(-c2ccc(C)cc2)c(=O)[nH]c1=O
  A: -0.3 | B: 0 | C: -0.3 | D: -3 | E: -1 | F: -4 | G: 7 | H: -5 | I: 7

CC1N=C(c2ccccc2)c2cc(Br)ccc2NC1=O (stereo unspecified)
  A: -1.2 | B: 1 | C: -1.5 | D: 5 | E: -5 | F: 5 | G: 16 | H: 4 | I: 3

O=c1[nH]c(=O)n(Cc2ccco2)c(O)c1C=NCCN1CCNCC1
  A: -0.5 | B: 0 | C: -1.2 | D: 2 | E: 4 | F: -2 | G: 9 | H: 3 | I: 13

Nc1nnc(CCN2CCCCC2)s1
  A: -0.3 | B: 1 | C: x | D: x | E: -5 | F: 4 | G: 20 | H: 29 | I: -6

C=C(c1ccccc1)P(=O)(O)O
  A: -0.1 | B: 3 | C: x | D: x | E: 5 | F: 4 | G: 5 | H: x | I: 5

CCN1CCC2(CCNC2)C1 (stereo unspecified)
  A: 0.3 | B: 2 | C: -0.4 | D: -23 | E: 1 | F: 19 | G: -7 | H: 7 | I: 9

CCOCCCn1c(N)c(C(=O)Nc2sc3c(c2C(=O)OC)CCCC3)c2nc3ccccc3nc21
  A: -0.9 | B: 8 | C: -0.1 | D: -3 | E: 2 | F: -12 | G: 8 | H: 2 | I: 8

C=CCOC(Cn1ccnc1)c1ccc(Cl)cc1Cl (stereo unspecified)
  A: -0.8 | B: 0 | C: -0.3 | D: 19 | E: -8 | F: -3 | G: 4&14 | H: -9 | I: 3

CCOc1ccc2oc(C(=O)NN3C(C)CCCC3C)c(C)c2c1 (stereo unspecified)
  A: -0.5 | B: -1 | C: x | D: 10 | E: -1 | F: -4 | G: -5 | H: -8 | I: 2

CCCCS(=O)(=O)N1CCN(C(=N)N[N+](=O)[O-])CC1
  A: 0.5 | B: 2 | C: x | D: x | E: 0 | F: 6 | G: -24 | H: x | I: -15

Cn1cc(/C=C2\C(=O)NC(=O)N(c3ccccc3)C2=O)c2ccccc21
  A: 1.8 | B: 0 | C: 1.0 | D: 4 | E: 2 | F: -5 | G: -29 | H: 5 | I: 3

CCOc1ccccc1N=C1SCCCN1C
  A: 0.4 | B: 2 | C: 0.6 | D: 8 | E: 0 | F: -6 | G: 6 | H: -4 | I: -7

CCOc1cc(C2NCc3ccccc3-n3cccc32)ccc1OC (stereo unspecified)
  A: 1.9 | B: 12 | C: 0.8 | D: -9 | E: -3 | F: 4 | G: -22 | H: 5 | I: 3

COC(=O)C1=C(c2ccc(Cl)c(C(F)(F)F)c2)C[C@@H]2CC[C@H]1N2C(=O)NCC1CC1
  A: 0.0 | B: 1 | C: 1.0 | D: 1 | E: -1 | F: -15 | G: x | H: -5 | I: 6

CC(C)C(=O)N1CCN(CCN=Cc2c(O)n(C)c(=O)n(C)c2=O)CC1
  A: 1.5 | B: 3 | C: -0.7 | D: 20 | E: -2 | F: -7 | G: -7 | H: 11 | I: 2

FC(F)(F)C1=NC(C(F)(F)F)=NP(N2CCOCC2)(N2CCOCC2)=N1
  A: 0.5 | B: 2 | C: 1.3 | D: 19 | E: -9 | F: 2 | G: 3 | H: 5 | I: 9

# High-throughput results as filed in PubChem BioAssay.

# Only part of the results is shown; rates above refer to the full screens.
